KLK7 zymogen act – activators of human kallikrein-7 zymogen; activation, % at 7 µM; purified proKLK7, EDANS-DABCYL substrate fluorescence; 100% is mature enzyme control, 0% vehicle; hit rate 0.9% among 370,000; P49862; AID 652039;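 active = activation above the mean of all tested compounds plus 3 SD, computed per campaign excluding outliers beyond control limits, cut at about 13% in these data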
Target sequence (P49862 whole entry, looked up): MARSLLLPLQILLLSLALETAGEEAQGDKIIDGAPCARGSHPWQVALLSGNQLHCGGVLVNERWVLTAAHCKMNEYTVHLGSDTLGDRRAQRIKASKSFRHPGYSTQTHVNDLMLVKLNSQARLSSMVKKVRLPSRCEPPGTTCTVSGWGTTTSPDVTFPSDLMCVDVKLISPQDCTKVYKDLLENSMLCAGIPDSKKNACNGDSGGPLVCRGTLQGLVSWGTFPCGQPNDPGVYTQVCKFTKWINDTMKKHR
GAA850 FXN act – activators of GAA850 frataxin (FXN) promoter | activation, % at 6 µM | HEK293 lucGAA850 FXN promoter luciferase reporter, 24 h; percent of 10 µM SAHA response | hit rate 0.56% among 360,000;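 active = activation above the average of all compounds screened plus 3 SD, cutoff fixed separately per campaign, cut at about 7.5% in these data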;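 also: 0% = DMSO wells and 100% = 10 µM SAHA wells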
NPR1 activator – GC-A (human) enzyme activation; P16066; HEK293 GC-A cells, cGMP TR-FRET, EC30 ANP; 0% at EC30 ANP, 100% saturating ANP; activation, % at 10 µM; hit rate 0.14% among 370,000; AID 1671463; in the data active = activation above about 40%
sPLA2-III inh – Blocks human group III sPLA2 activity; Q9NZ20; QFRET BODIPY PC-A2 liposome hydrolysis, fluorescence; inhibition, % at 12.2 µM; hit rate 0.56% among 370,000;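 active = inhibition above mean plus 3 SD of compounds lying within the high and low control bounds, cut at about 19% in these data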;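 also: 0% = median of test compound wells and 100% = no enzyme DMSO wells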
Target sequence (Q9NZ20 whole entry, looked up): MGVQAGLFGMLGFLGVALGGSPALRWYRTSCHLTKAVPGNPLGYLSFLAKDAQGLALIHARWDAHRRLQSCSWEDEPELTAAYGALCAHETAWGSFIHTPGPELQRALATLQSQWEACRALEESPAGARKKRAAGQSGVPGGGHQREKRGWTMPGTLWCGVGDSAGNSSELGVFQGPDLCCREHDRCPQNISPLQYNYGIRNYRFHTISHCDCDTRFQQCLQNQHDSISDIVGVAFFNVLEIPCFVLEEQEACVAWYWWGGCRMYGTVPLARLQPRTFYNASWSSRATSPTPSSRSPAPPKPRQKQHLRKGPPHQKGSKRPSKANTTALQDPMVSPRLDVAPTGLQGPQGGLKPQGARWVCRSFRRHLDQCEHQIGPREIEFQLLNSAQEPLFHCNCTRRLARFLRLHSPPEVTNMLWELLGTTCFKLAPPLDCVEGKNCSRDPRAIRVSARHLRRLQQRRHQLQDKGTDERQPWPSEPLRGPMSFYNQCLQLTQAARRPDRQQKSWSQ
DAX1 inh-1 – inhibits human nuclear receptor DAX1; AID 504766; P51843; hit rate 0.99% among 340,000; inhibition, % at 6.75 µM; HEK293 Gal4-DAX1 luciferase reporter, luminescence;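 active = inhibition above the mean over all tested compounds plus 3 SD, cut at about 4.2% in these data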;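 also: 0% = DAX1-transfected cells with DMSO and 100% = empty-vector control cells with DMSO; inhibition shows as a rise in luminescence from relieved DAX1 repression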
Target sequence (P51843 207-470 limits assumed): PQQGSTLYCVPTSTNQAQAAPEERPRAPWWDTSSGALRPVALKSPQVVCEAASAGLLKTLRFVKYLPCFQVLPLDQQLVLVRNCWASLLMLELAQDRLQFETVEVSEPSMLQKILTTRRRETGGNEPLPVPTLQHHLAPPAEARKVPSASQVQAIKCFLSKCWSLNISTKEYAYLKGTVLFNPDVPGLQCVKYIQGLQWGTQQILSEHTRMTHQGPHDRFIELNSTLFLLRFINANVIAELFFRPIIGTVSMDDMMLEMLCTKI
hgDAF-12 ag – activates the H. glycines DAF-12 receptor ligand-binding domain | HEK293 GAL4-hgDAF12 UAS-luciferase reporter, agonist luminescence; normalized to butyrate control | activation, % at 6.8 µM | hit rate 1.8% among 370,000;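 active = activation above a cutoff set at the mean of all screened compounds plus 3 SD, cut at about 10% in these data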;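 also: 0% = DMSO wells and 100% = sodium butyrate wells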
SMARCA2 act – increases SMARCA2 function in MMTV reporter cells. AID 652017. activation, % at 9.1 µM. MG213 cells, MMTV-luciferase reporter, dexamethasone, overnight. hit rate 1% among 370,000; in the data active = activation above about 7.8%;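 also: 0% = vehicle wells and 100% = reference activator wells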
ssDAF-12 act – activates DAF-12 receptor from parasite S. stercoralis. AID 652126. HEK293 ssDAF-12/GRIP1 lit1-tk-luc reporter, luminescence; % of 3 µM dafachronic acid response. hit rate 1% among 370,000. activation, % at 6.8 µM;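 active = activation above the mean over all tested compounds plus 3 SD, cut at about 0.9% in these data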;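 also: 0% = DMSO-only wells and 100% = 3 µM delta7-dafachronic acid wells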
hcDAF-12 act – activators of H. contortus DAF-12 nuclear receptor | AID 652067 | HEK293 hcDAF-12 lit1-tk-luc reporter, luminescence; 0% DMSO, 100% Δ7-dafachronic acid | activation, % at 6.8 µM | hit rate 1.4% among 370,000;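 active = activation above the mean of all tested compounds plus 3 SD, cut at about 5.5% in these data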;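 also: 100% = response to 3 µM Δ7-dafachronic acid high control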
DAX1 inh-2 – DAX1 (NR0B1) inhibition, primary screen. AID 652010. HEK293T StAR-luciferase reporter, SF-1/DAX-1 repression relief. hit rate 1.1% among 370,000. inhibition, % at 6.8 µM;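 active = inhibition above the mean over all tested compounds plus 3 SD, cut at about 3.6% in these data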;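 also: 0% = DAX-1 cells with DMSO and 100% = cells lacking DAX-1 with DMSO; higher inhibition means more luminescence from relief of DAX-1 repression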
NPR2 activator – GC-B (human) receptor activation. P20594. HEK293-GC-B cells, CNP EC30, cGMP TR-FRET; 0% at EC30 CNP, 100% saturating CNP. activation, % at 10 µM. hit rate 0.11% among 370,000;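 active = activation at 10 µM reaching about 35% in either raw or pattern-adjusted values, limit read from the data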
* hit, by the source's call; nt = no result given.

SMILES | KLK7 zymogen act | GAA850 FXN act | NPR1 activator | sPLA2-III inh | DAX1 inh-1 | hgDAF-12 ag | SMARCA2 act | ssDAF-12 act | hcDAF-12 act | DAX1 inh-2 | NPR2 activator
Cc1c(C)n(C)c2ccc(C(=O)NCCCN3CCN(C)CC3)cc12 | -0.9 | -1.1 | -2 | -1 | 0.3 | -0.8 | -2 | -1.3 | -0.7 | 1.2 | -9
Cc1ccc(NC(=O)CC2C(=O)N(Cc3ccccc3)C(=S)N2NC(=O)c2ccccc2)c(C)c1 (stereo not given) | 0.1 | 0.0 | -2 | -23 | -1.8 | 1.7 | 1 | -1.9 | -1.0 | 0.1 | 3
COc1cc(NS(=O)(=O)c2ccc(OC)c(C)c2C)c(OC)cc1Cl | 0.2 | -4.9 | -27 | -22 | -3.6 | -3.3 | -3 | -1.9 | -3.3 | -2.9 | -18
CC(=O)c1ccc(Nc2nc(N3CCOCC3)nc(N3CCOCC3)n2)cc1 | 0.2 | 1.1 | 0 | -5 | -0.4 | 3.2 | 0 | -1.4 | -0.1 | -0.3 | -5
CC(C)c1cccc(-c2csc(C(C)(O)c3ccncc3)n2)c1 (stereo not given) | -0.2 | -2.3 | -1 | -15 | nt | -0.9 | -8 | -1.7 | -3.5 | -2.9 | -3
Cc1cccc(-c2nnc(-c3ccc4ccccc4c3)o2)c1 | 0.7 | 4.8 | -7 | 0 | 4.3* | 12* | 11* | 0.4 | 3.8 | 3.6* | 0
O=C(c1ccc(N2C(=O)CCC2=O)cc1)N1CCOCC1 | 0.5 | 2.1 | 2 | 3 | 0.4 | 3.0 | -1 | -0.6 | -1.3 | 0.9 | 0
CC(=O)/C=C1/C(=O)Nc2ccccc21 | 0.2 | -1.9 | -19 | 0 | 0.4 | 1.8 | 3 | 0.3 | 6.0* | -0.4 | -7
Cc1sc2ccccc2c1CNC[C@H]1O[C@@H](n2cnc3c(N)ncnc32)[C@H](O)[C@@H]1O | 0.3 | 0.5 | -2 | 5 | -0.6 | 2.5 | -2 | -0.6 | -0.5 | 0.2 | -6
CC(=O)OC1CCC2C3CCC4OC(=O)CCC4C3CCC12C (stereo not given) | 0.6 | -0.3 | -2 | 9 | -1.1 | -2.8 | -6 | -1.0 | -0.1 | -0.9 | -3
COc1ccc(-c2noc(C3CCCN(C(=O)Nc4ccccc4)C3)n2)cc1 (stereo not given) | 0.0 | 2.6 | -12 | -8 | -0.3 | 5.0 | 2 | -1.7 | 0.2 | 0.0 | -10
O=C(CSc1ccc(-c2cccc([N+](=O)[O-])c2)nn1)NCc1ccccc1 | 0.2 | -0.6 | -7 | 0 | 0.6 | 0.0 | 0 | -1.1 | -1.5 | 0.4 | 0
Cc1ccccc1NC(=O)Nc1ccc2c(c1)CCC2 | 0.3 | 4.3 | 2 | 3 | 2.1 | 4.7 | 4 | -0.6 | 3.6 | 5.0* | 4
CCOC(=O)NC(=O)/C(N=Nc1cccc(C(F)(F)F)c1)=C(\C)O | 0.2 | -0.4 | -2 | 6 | nt | -0.3 | -4 | -0.1 | 0.0 | -0.8 | -10
Nc1ccc(N=Nc2ccccc2)c(N)n1 | 0.6 | 2.8 | -4 | 23* | 0.7 | 16* | 1 | -0.6 | 3.2 | 4.1* | -7
COc1cc2c(cc1OC)CN(C1CCC(C(C)(C)C)CC1)CC2 (stereo not given) | 11 | 1.1 | -2 | 6 | 1.8 | 1.2 | -1 | -1.0 | -1.3 | 0.2 | 5
Cc1cc(C(=O)N2CCN(c3ncccn3)CC2)sc1-c1ccccc1 | 0.5 | -1.3 | 0 | 8 | 1.0 | 1.4 | -2 | -0.3 | -2.0 | -0.2 | -1
CCOC(=O)c1ccc(Oc2cn[nH]c2-c2ccc(OCC(=O)NN)cc2O)cc1 | 0.2 | 1.3 | 5 | -16 | 0.2 | -0.1 | -4 | -1.7 | -2.5 | -0.9 | -4
CCS(=O)(=O)c1nc(S(=O)(=O)c2ccc(Cl)cc2)c(N2CCN(CCO)CC2)s1 | -0.3 | 0.5 | -1 | 4 | -0.4 | -1.9 | 0 | -1.6 | -2.1 | -0.2 | 5
C[C@@H]1CN(C(=O)c2cc(COc3cccc(C(F)(F)F)c3)on2)C[C@H](C)O1 | -0.1 | 3.2 | 2 | -3 | 2.1 | 11* | 6 | -0.5 | 3.1 | 3.3 | -1
Cn1c(=O)c2[nH]c(N3CCN(c4cccc(O)c4)CC3)nc2n(C)c1=O | 0.2 | -0.9 | -8 | 0 | -0.1 | 2.7 | -2 | -0.6 | -0.2 | 0.0 | 2
O=C(COC(=O)c1ccccc1OC(F)F)Nc1ccc2[nH]c(=O)[nH]c2c1 | -0.5 | -0.9 | -1 | -1 | -0.5 | 2.4 | -1 | -0.7 | -1.0 | 0.0 | -5
CCOC(=O)c1ccc(NC(=O)Cn2nnc(-c3ccccc3F)n2)cc1 | 0.0 | 2.8 | -7 | -39 | 0.2 | -3.7 | -2 | -1.8 | -3.5 | -0.5 | -6
O=C(Cn1c(NCCO)nc2ccccc21)c1ccc(F)cc1 | 0.4 | 1.7 | 3 | -28 | -1.5 | 2.1 | -2 | -1.1 | -0.4 | -0.1 | 1
CN(Cc1ccco1)C(=O)Cn1c(=O)oc2cc(S(=O)(=O)NCc3ccccc3)ccc21 | 0.7 | -2.2 | -3 | -2 | 0.3 | 0.6 | 2 | -0.7 | -1.8 | -0.7 | 9
CCOc1cccc(-n2nnnc2-c2ccc(OC)cc2)c1 | 0.6 | -2.6 | -4 | -3 | -3.2 | 3.0 | 2 | -0.2 | 2.0 | -2.4 | -2
CCOc1ccccc1NS(=O)(=O)c1ccc(-n2cccn2)cc1 | -0.3 | 0.9 | -4 | -10 | 0.1 | -2.2 | -1 | -1.3 | -0.7 | -2.0 | -14
CC1=C(C(=O)OC(C)C)C(c2ccsc2)NC(=O)N1C (stereo not given) | 0.2 | 0.1 | 5 | -3 | 0.9 | 0.2 | -3 | -1.8 | -3.1 | 0.0 | 2
COc1cc(NC(=O)C2CCCN(S(=O)(=O)c3ccc4c(c3)oc(=O)n4C)C2)cc(OC)c1 (stereo not given) | 0.0 | -0.6 | -2 | 7 | 1.1 | -1.6 | -3 | -1.6 | -2.2 | 0.0 | -6
O=C(/C=C/c1cccs1)N1CCN(c2ccccc2)CC1 | -0.7 | 2.1 | -7 | 0 | 0.1 | -1.7 | 0 | -1.6 | 0.5 | 0.7 | 4
COc1ccc(CCNC(=O)Oc2ccccc2)cc1OC | 0.6 | -1.3 | 3 | 2 | -0.3 | -1.7 | -1 | -1.2 | -1.2 | -0.6 | 3
C/C(=N\OCC(=O)Nc1ccc(OC(F)(F)F)cc1)c1ccc2c(c1)OCCO2 | -0.1 | 1.7 | 0 | -12 | -0.2 | -2.5 | -1 | -1.2 | 0.0 | -0.4 | 6
[N-]=[N+]=CC(=O)C(Cc1ccccc1)N1C(=O)c2ccccc2C1=O (stereo not given) | 0.2 | 0.8 | -2 | -6 | 0.2 | 1.9 | -2 | -1.0 | 0.7 | 0.2 | -8
CCOc1cc(C(=O)Nc2nnc(S(=O)(=O)N3CCOCC3)s2)cc(OCC)c1OCC | 0.2 | 1.3 | 0 | 5 | 0.3 | -0.5 | 1 | -0.5 | 0.1 | 0.4 | 0
CCCc1nc2nc(C)c(NS(=O)(=O)c3ccc(CC(C)C)cc3)c(=O)n2[nH]1 | 0.7 | 0.6 | 0 | -5 | 4.3* | 1.7 | -4 | -1.2 | 0.4 | 0.0 | 1
Cc1cccc(OCC(=O)N2CCN(C(=O)COc3ccc(Cl)cc3)CC2)c1 | -0.6 | -1.4 | 4 | -6 | -0.3 | -1.1 | 1 | -1.2 | -0.6 | 0.1 | -6
O=C(NCC1CCCN1S(=O)(=O)c1ccccc1)c1cccc(Cl)c1 (stereo not given) | 0.7 | -1.1 | 0 | -14 | -1.8 | -1.2 | -6 | -1.4 | -2.7 | -2.2 | -4
CN(Cc1nccn1C)C(=O)CC1C(=O)NCCN1Cc1ccc(F)cc1Cl (stereo not given) | 1.0 | 1.4 | 2 | 0 | -0.2 | -1.7 | 0 | -0.7 | 0.8 | -1.0 | -2
Nc1nc(CN2CCN(c3ccccc3F)CC2)nc(Nc2ccccc2)n1 | 0.0 | 1.5 | 6 | 2 | -0.4 | -3.0 | -3 | -1.1 | -1.6 | 0.1 | 2
O=C(Cc1ccc(Cl)c(Cl)c1)NC1CCCCCC1 | -0.6 | 3.5 | 0 | -11 | 0.3 | 1.1 | 0 | -0.7 | -1.5 | 0.4 | 2
COc1ccc(CCNS(=O)(=O)c2ccc(OC)c(OC)c2)cc1OC | 0.8 | 2.1 | 1 | 7 | 2.1 | -2.2 | -2 | -1.1 | -1.4 | -0.8 | 0
COC(=O)C(=C/C=C/c1ccco1)C(=O)OC | 1.3 | 1.7 | 3 | 0 | 0.3 | -0.4 | 3 | -1.1 | -1.0 | -0.2 | 2
O=C(Nc1ccc(Cl)cc1)OCCn1nnnc1C(c1ccccc1)N1CCOCC1 (stereo not given) | 0.7 | 2.3 | -3 | -12 | 0.4 | 0.1 | -1 | -1.4 | -1.5 | -0.3 | -2
COc1ccc(NC(=O)Nc2c(C)n(C)n(-c3ccccc3)c2=O)cc1OC | 0.1 | 0.4 | 0 | 1 | 0.8 | 2.3 | 2 | -0.1 | -0.9 | -0.6 | 3
CC1CCN(S(=O)(=O)N2CCC(C(=O)NC(C)c3ccccc3)CC2)CC1 (stereo not given) | -0.2 | 1.1 | 2 | 5 | 1.0 | -3.2 | -3 | -1.9 | -1.8 | 0.4 | -3
CCOc1ccc(NC(=S)N(CCc2ccncc2)C(C)C)cc1 | 0.3 | 0.0 | 3 | 3 | 2.4 | -1.8 | -2 | -1.3 | -0.5 | 0.3 | 4
CCN(CC)CC#CCC(OC)(c1ccccc1)c1ccccc1 | -0.1 | 0.7 | 4 | -1 | 1.2 | 2.8 | 1 | -1.9 | -1.2 | -1.0 | 3
CC1(C)CC2CC(C)(CN2S(=O)(=O)c2ccc(N)cc2)C1 (stereo not given) | -0.4 | -1.1 | 2 | 4 | -0.3 | -1.9 | -6 | -1.8 | -0.7 | -0.7 | 1
CCOC(=O)[C@H]1[C@H]2COc3ccc(OC)cc3[C@H]2N2C(=O)CNC(=O)[C@@]12C | -0.1 | -0.8 | 1 | 1 | -1.2 | 0.5 | 1 | -1.1 | -1.1 | -0.3 | -4
